NR2E3 ag-1: agonists of human nuclear receptor NR2E3 | inhibition of corepressor binding, % at 4.78 µM | Q9Y5X4 | hit rate 0.12% among 320,000 | AID 2300 | GST-NR2E3/biotin-RetCOR TR-FRET, 1536-well;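 active = percent inhibition above the cutoff of mean plus 3 SD of all tested compounds, set per screening campaign, cut at about 20% in these data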;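 note: 0% = DMSO wells and 100% = biotin wells as full block of FRET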
Target sequence (Q9Y5X4 whole entry, looked up): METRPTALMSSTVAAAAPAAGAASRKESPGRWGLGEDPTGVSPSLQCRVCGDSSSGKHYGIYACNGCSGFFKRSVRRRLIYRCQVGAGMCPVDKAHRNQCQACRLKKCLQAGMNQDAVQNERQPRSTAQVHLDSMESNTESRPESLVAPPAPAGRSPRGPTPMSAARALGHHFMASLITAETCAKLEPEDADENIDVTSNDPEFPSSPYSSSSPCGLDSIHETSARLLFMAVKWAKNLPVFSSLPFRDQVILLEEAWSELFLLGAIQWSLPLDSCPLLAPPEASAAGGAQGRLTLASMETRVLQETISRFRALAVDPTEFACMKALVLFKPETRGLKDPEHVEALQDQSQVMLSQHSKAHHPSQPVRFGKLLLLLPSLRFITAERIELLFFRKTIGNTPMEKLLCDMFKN
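Material: NR2E3–RetCOR corepressor complex / Amount: 1.35 nM GST-NR2E3 / Medium: Tris pH 7.5 / Compound: single nominal compound dose of 4.8 µM / Incubation: 5 h at 4 °C / Technique: TR-FRET, Eu(K)-anti-GST donor, streptavidin-D2 acceptor, ex 340, em 617/671 nm / Read-out basis: percent loss of FRET ratio relative to control wells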
TRPM1 prom inh: MITF TRPM1 promoter inhibition in SK-MEL-5 cells; AID 488899; inhibition, % at 12.5 µM; hit rate 0.83% among 330,000; SK-MEL-5 TRPM1 promoter luciferase, 24 h;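 active = mean inhibition across replicates of 60% or more, whatever share of single replicates reaches that level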; note: values of inactives mirror those of a sister screen read the other way
PDI inh: blocks human protein disulfide isomerase activity; inhibition, % at 10 µM; PDI insulin aggregation turbidity, A650, 90 min; P07237; hit rate 0.052% among 350,000;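 active = mean inhibition across replicates of 30% or more, whatever share of single replicates reach that level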;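 note: absorbance from insulin aggregation driven by PDI reduction with DTT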
Target sequence (P07237 whole entry, looked up): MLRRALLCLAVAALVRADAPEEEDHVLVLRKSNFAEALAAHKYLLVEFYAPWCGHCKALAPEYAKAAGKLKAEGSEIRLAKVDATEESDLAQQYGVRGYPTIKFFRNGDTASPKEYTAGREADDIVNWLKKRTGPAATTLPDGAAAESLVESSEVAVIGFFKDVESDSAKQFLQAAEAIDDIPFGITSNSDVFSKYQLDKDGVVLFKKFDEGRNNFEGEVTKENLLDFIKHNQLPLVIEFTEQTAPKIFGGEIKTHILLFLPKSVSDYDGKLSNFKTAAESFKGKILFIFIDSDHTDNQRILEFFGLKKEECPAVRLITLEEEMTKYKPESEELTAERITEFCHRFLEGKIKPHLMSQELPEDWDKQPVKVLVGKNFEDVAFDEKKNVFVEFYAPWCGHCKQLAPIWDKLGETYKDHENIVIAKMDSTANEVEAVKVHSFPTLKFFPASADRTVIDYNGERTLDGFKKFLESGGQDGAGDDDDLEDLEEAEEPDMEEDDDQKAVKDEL
Peg3 prom inh: reduces Peg3 promoter-driven luciferase expression in HeLa; HeLa PEG-Prom luciferase reporter, luminescence, overnight; inhibition, % at 20 µM; hit rate 1.7% among 360,000; AID 588405;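 active = inhibition of at least 50% at 20 µM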
aDG glyco act: alpha-DG glycosylation activation; Pro5-aDG cells, alpha-DG glycosylation AlphaScreen (IIH6); 0% Pro5, 100% B10-LARGE cell signal; activation, % at 10 µM; hit rate 0.22% among 360,000; AID 624168;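 active = activation of at least 8% versus controls, or a plate z-score of at least 8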;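 note: Pro5 are CHO cells carrying HIG-tagged alpha-DG that lacks glycosylation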
CaV13 FRET inh: Disruptors of the CACNA1D IQ motif to Ca2+-dependent inactivation inhibitor domain association, primary screening, Förster resonance energy transfer in intact living …. HEK cells, CFP/YFP FRET ICDI-IQ, plate reader, 10 min; percent FRET-ratio fall versus neutral wells. inhibition, % at 12.3 µM. hit rate 0.098% among 340,000;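 active = mean replicate inhibition of at least 30% and at least 1% of replicates passing that level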;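 note: 0% = median of the neutral control wells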
iPSC survival up: increases survival of single human iPS cells; hiPSC single-cell survival, ATPlite luminescence; 100% = ROCK inhibitor wells, 0% = DMSO; survival enhancement, % at 20 µM; hit rate 0.044% among 360,000; in the data active = survival enhancement above about 18%;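 note: cells exposed to compounds for 16 hours before the ATP read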
HIF-2a inh: HIF-2a inhibition | inhibition, % at 18.8 µM | 786-0 RCC cells HIF-2a reporter, luciferase luminescence, overnight | AID 624352 | hit rate 0.72% among 360,000;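 active = inhibition of the luminescence signal of 40% or more relative to plate controls, in a single-dose primary screen at 18.75 µM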
Vif imaging: inhibitors of HIV Vif; HEK293T cells, Vif self-association by quenched fluorescence, imaging, 24 h; inhibition, % at 7.49 µM; hit rate 0.35% among 340,000; AID 602346; in the data active = inhibition above about 50%, passing the limit was not always enough; note: some results filed as inactive read as strong as hits
NR2E3 ag-2: activates human NR2E3 receptor; Q9Y5X4; CHO-S Gal4-NCOR/VP16-NR2E3 two-hybrid, luciferase; inhibition of corepressor binding, % at 3.98 µM; hit rate 0.35% among 360,000; AID 602229;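 active = inhibition above the mean of all tested compounds plus 3 SD, cut at about 70% in these data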;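 note: 0% = DMSO with NR2E3 transfected cells and 100% = cells lacking NR2E3 construct; higher means lower luciferase signal from less NR2E3 corepressor binding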
Exocytosis inh: blocks lytic granule exocytosis | TALL-104 LAMP-1 surface exposure, flow cytometry; cells stimulated with thapsigargin and PMA | inhibition, % at 10 µM | hit rate 0.66% among 360,000 | AID 651702;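 active = inhibition above about 55%, limit read from the data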
* = called active by the depositor; · = not tested or not shown.

structure,NR2E3 ag-1,TRPM1 prom inh,PDI inh,Peg3 prom inh,aDG glyco act,CaV13 FRET inh,iPSC survival up,HIF-2a inh,Vif imaging,NR2E3 ag-2,Exocytosis inh
CC(C)(C)NC(=O)/C(=C\c1ccco1)NC(=O)c1cccs1,-3,9,10,6,0.1,-5,-0.2,9,19,-5,-2
O=C(NC1CCCC1)C(c1cccnc1)N(CCc1ccccc1)C(=O)c1ccco1 (stereo not given),-1,0,0,13,-0.3,1,0.0,14,-4,-22,-4
CN(CC(=O)Nc1ccccc1Br)C(=O)CCCSc1nc2ccccc2[nH]1,1,10,1,13,-0.3,-5,-0.4,3,-1,-29,20
Nc1ccc(Oc2ccc([N+](=O)[O-])cc2[N+](=O)[O-])cc1,-1,-1,2,-24,-0.1,-9,0.0,-58,-3,-23,-2
Cc1ccc(NC2c3ncccc3C(=O)N2C2CCCCC2)cc1C (stereo not given),0,-10,-1,-18,0.0,-8,10,-73,0,-3,2
Cc1cccc(N2CCN(C(=O)Cn3nc(Cc4ccncc4)c4ccccc4c3=O)CC2)c1C,0,2,·,-1,-0.1,-6,-2.2,-28,-14,-2,-8
COc1ccc2c(CN3CCN(Cc4ccccc4)CC3)cc(=O)oc2c1,·,·,-3,0,0.0,-5,1.2,12,21,-7,-3
O=C1CCN(Cl)C(=O)N1Cl,·,·,·,·,-0.1,-13,-0.3,-5,·,3,-8
O=C(COc1ccccc1[N+](=O)[O-])OCCCOC(=O)COc1ccccc1[N+](=O)[O-],1,2,-3,18,-0.5,-3,0.3,11,1,2,0
COc1ccc(/C=C/C(=O)NC(=S)N2CCN(c3ccccc3OC)CC2)cc1,1,-75,-1,-161,-0.1,18,0.2,-205,3,-39,-7
Cc1nnc(Oc2ccccc2)c2ccccc12,2,-38,5,-108,0.1,·,-2.7,-153,1,-2,-1
c1ccc(Cn2nnnc2C(c2ccncc2)N2CCOCC2)cc1 (stereo not given),3,6,4,-2,-0.1,-8,-0.4,-7,-6,5,6

The list goes on; it opens with the two that closed the last part.
structure,NR2E3 ag-1,TRPM1 prom inh,PDI inh,Peg3 prom inh,aDG glyco act,CaV13 FRET inh,iPSC survival up,HIF-2a inh,Vif imaging,NR2E3 ag-2,Exocytosis inh
Cc1nnc(Oc2ccccc2)c2ccccc12,2,-38,5,-108,0.1,·,-2.7,-153,1,-2,-1
c1ccc(Cn2nnnc2C(c2ccncc2)N2CCOCC2)cc1 (stereo not given),3,6,4,-2,-0.1,-8,-0.4,-7,-6,5,6
Cc1cc(S(=O)(=O)NCc2ccccc2)ccc1OCC(=O)N1CCCC1,-2,1,1,12,0.2,-6,-0.5,10,·,-2,0
COCCN(C(=O)COC(=O)CSc1cc(C)ccc1C)c1c(N)n(Cc2ccccc2)c(=O)[nH]c1=O,·,·,-10,2,-0.1,-10,0.7,4,·,-5,2
CC(=O)c1ccn(S(=O)(=O)c2ccccc2)c1,0,2,0,-5,-0.2,-2,-0.9,11,-4,16,-3
CCOc1ccc(NC(=S)NC(=O)c2cccnc2)c([N+](=O)[O-])c1,0,3,0,-7,0.0,-4,0.3,-77,2,-26,-23
CC1CCN(c2ccc(NC(=S)NC(=O)c3ccc(-c4cccc([N+](=O)[O-])c4)o3)cc2)CC1,1,2,-16,0,-0.4,-4,0.6,9,-9,-23,1
CC1CC(C)CN(C(=O)COC(=O)CNC(=O)C23CC4CC(CC(C4)C2)C3)C1 (stereo not given),0,2,-7,6,-0.2,-6,-0.4,9,26,2,0
O=C(NCc1cccc(Cl)c1)N1CCN(S(=O)(=O)c2ccccc2F)CC1,4,-9,-1,6,0.0,-3,-0.3,22,15,-21,3
COc1ncccc1-c1cc2nc(NCCNC(C)=O)n(C)c(=O)c2s1,·,·,3,-10,-0.1,-6,3.9,-22,1,-15,1
COC(=O)C1CN(C(=O)C(C)Oc2cccc(C)c2C)c2ccccc2O1 (stereo not given),2,-7,-8,-8,-0.1,-2,1.5,-4,-17,1,-8
CCCc1cc(=O)oc2cc(C)cc(OC(C)C(=O)NCCN3CCOCC3)c12 (stereo not given),0,5,7,-5,-0.5,-14,1.0,4,7,8,5
O=C(Nc1nnc(-c2ccc3c(c2)CCCC3)o1)C1CCCCC1,6,·,6,-49,0.3,-6,-2.3,-35,-4,-1,6
O=C(CN1CCN(C/C=C/c2ccccc2)CC1)NCc1ccccc1,-5,8,-6,23,-0.2,-5,0.5,9,6,14,7
CC(C)(C)CN1CCNC(=O)C1CC(=O)N1CCOc2ccccc2C1 (stereo not given),-1,5,-3,-13,0.0,-6,4.9,24,3,4,-2
O=C(Nc1ccc2c(c1)[C@@H]1C[C@@H](CC(=O)N3CCCCC3)O[C@@H](CO)[C@@H]1O2)NC1CCCCC1,·,·,10,-2,0.3,-8,-1.7,3,·,-22,-3
O=C(Cc1ccccc1)N(c1ccc(F)cc1)C1C=CS(=O)(=O)C1 (stereo not given),1,-1,0,11,0.1,-7,2.9,-3,-12,10,0
CCCCCC(=O)Nc1nc(C)c(-c2csc(Nc3ccc(Cl)cc3)n2)s1,1,19,5,3,1.4,-6,-1.7,12,·,6,-5
O=C(O)CC(NC(=O)OCc1ccccc1)c1ccccc1 (stereo not given),1,0,-8,6,0.0,-5,-1.2,10,-1,-4,-2
CN(C)C(CNC(=O)CCS(=O)(=O)c1ccccc1)c1ccccc1 (stereo not given),-1,19,-8,2,0.0,-18,-0.5,4,-8,-19,-7
O=[N+]([O-])c1ccc([N+](=O)[O-])c(Nc2ccc(N3CCOCC3)cc2)c1,-3,-2,-10,12,-0.1,24,-1.5,6,-3,-10,3
CCc1ccc(S(=O)(=O)Nc2ccc(-c3ccc4nnc(C)n4n3)cc2)s1,-1,-7,-11,5,0.0,-6,-0.5,-3,70*,22,0
CCCCNC(=S)Nc1ccc2nc3n(c(=O)c2c1)CCCCC3,6,-1,-1,-26,-0.1,-3,0.8,-33,-1,-16,4
O=c1cc2c(nn1Cc1ccccc1Cl)-c1ccccc1CC2,2,-5,-2,-4,0.3,·,-0.5,-34,-5,-16,1
O=[N+]([O-])c1cc(F)c(N2CCCCC2)cc1N1CCOCC1,0,12,-1,13,0.2,-8,0.9,-4,·,-19,-2
CC(C)CCNC(=O)C(C)N(C(=O)c1snc(C(N)=O)c1N)c1cnc2ccccc2c1 (stereo not given),-1,-3,-1,-5,-0.2,-5,0.4,9,-1,-27,-1
COc1ccc(C=O)cc1C1=CC(=O)C[C@H](c2ccc(Cl)cc2)C1,5,8,-3,26,0.4,-10,2.3,18,-3,5,-3
Cn1c(=O)c2c(nc(NCCO)n2CCCc2ccccc2)n(C)c1=O,·,17,1,6,0.0,-2,-0.5,14,4,-10,-4
NC1=NC(=O)/C(=C\c2ccc(O)c([N+](=O)[O-])c2)S1,-10,2,-16,5,-0.2,-5,-2.6,1,-10,18,0
CCCCC(SCC(=O)Nc1ccccc1)C(=O)O (stereo not given),0,-2,1,-47,-0.1,-7,5.9,-82,2,-32,0
CC1=C(C#N)C(C(F)(F)F)(C(F)(F)F)N=C(c2ccco2)N1,-3,10,0,18,-0.1,-6,-0.9,2,-6,19,-1
O=[N+]([O-])c1ccc(-c2cn3c(n2)SCC3)cc1,3,·,6,-207,0.0,-14,1.9,-269,0,-53,-21
CC(=O)Nc1ccc(N(CC(=O)NCC2CCCO2)C(=O)CCC(=O)Nc2cc(C)on2)cc1 (stereo not given),3,-1,-11,-5,0.1,-7,-0.5,-1,-16,-1,-8
CCCCN(C(=O)CCSc1ccc(F)cc1)c1c(N)n(Cc2ccccc2)c(=O)[nH]c1=O,2,-5,6,1,0.2,-6,-0.3,1,-11,-5,-3
Cc1noc(C)c1NC(=O)Nc1ccc2c(c1)C(=O)N([C@H](C)CO)C[C@H](C)[C@@H](CN(C)C(=O)Nc1ccccc1)O2,·,-6,2,-21,-0.2,-3,-0.4,3,-10,-10,-3
CC(=O)N1c2ccc(S(=O)(=O)N3CCCC3)cc2CC1C(=O)NCc1cccc(F)c1 (stereo not given),0,-5,2,-3,-0.2,-2,0.1,6,-5,-3,0
O=Cc1ccc2oc3nc4n(c(=O)c3c(=O)c2c1)CCCS4,0,-5,-6,3,-0.4,-5,-1.5,4,11,-25,-6
CCN(c1ccccc1)S(=O)(=O)c1ccc(C(=O)NCCCN2CCOCC2)cc1,1,9,6,23,0.0,-3,1.2,9,14,7,-2
COc1ccc(-c2ccc(NS(=O)(=O)c3cc([N+](=O)[O-])c(C)c([N+](=O)[O-])c3)cc2)nn1,0,-8,-18,12,-0.1,-18,0.5,7,-4,12,-1
COc1cc(S(=O)(=O)N(Cc2cccnc2)Cc2ccco2)ccc1-n1cnnn1,4,12,9,9,-0.3,-7,-0.2,9,6,-20,-1
O=C(Nc1ccccc1C(=O)O)c1ccc2ccccc2n1,1,-16,-1,-164,0.1,-3,1.5,-234,2,-53,2
CCCCN(C)CCNC(=O)c1cn(C)c(=O)c2c1c1ccccc1n2C,4,-16,-1,-2,0.2,-4,-0.3,9,·,4,-2
Cc1ccc(C)c(S(=O)(=O)/N=C2\C=C(NS(=O)(=O)c3ccccc3)C(=O)c3ccccc32)c1,-2,9,-2,32,0.2,-2,-0.5,5,3,19,30

Screening results: PubChem, several laboratories
